APJ antagonist – antagonists of human apelin receptor APJ, primary screen, CHO-K1 cells, beta-arrestin complementation, luminescence | P35414 | inhibition, % at 20 µM | 330,000 tested, 0.32% active | AID 2521, 2010;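 active = inhibition above about 40% at 20 µM, limit read from the data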;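 also: cells challenged with 10 nM apelin-13 agonist together with compound; plate controls were apelin-13 plus DMSO wells for no effect and DMSO wells lacking apelin-13 for full effect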
Target sequence (P35414 whole entry, looked up): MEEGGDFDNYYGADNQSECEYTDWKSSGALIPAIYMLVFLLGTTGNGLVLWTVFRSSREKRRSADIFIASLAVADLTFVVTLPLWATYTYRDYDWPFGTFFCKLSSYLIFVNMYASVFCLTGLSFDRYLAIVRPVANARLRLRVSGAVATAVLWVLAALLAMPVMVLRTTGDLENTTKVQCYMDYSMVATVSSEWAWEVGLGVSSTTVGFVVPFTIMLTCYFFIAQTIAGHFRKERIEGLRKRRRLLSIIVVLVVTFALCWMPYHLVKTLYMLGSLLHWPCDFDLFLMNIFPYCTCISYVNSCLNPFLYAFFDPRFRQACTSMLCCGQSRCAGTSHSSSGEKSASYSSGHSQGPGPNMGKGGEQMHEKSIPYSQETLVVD
UBC13 polyUb – UBC13 polyubiquitin chain formation inhibitors, primary screen, biochemical, TR-FRET, uHTS; Ubiquitin-conjugating enzyme E2 N (Homo sapiens), P61088; inhibition, % at 20 µM; 330,000 tested, 0.47% active; AID 485273, 2010; in the data active = inhibition above about 45%, passing the limit was not always enough
Target sequence (P61088 whole entry, looked up): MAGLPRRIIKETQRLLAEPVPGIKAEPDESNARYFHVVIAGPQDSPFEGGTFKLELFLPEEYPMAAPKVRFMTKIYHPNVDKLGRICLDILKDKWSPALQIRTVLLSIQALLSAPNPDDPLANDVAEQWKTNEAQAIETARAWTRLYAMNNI
ATG4B inh – ATG4B protease inhibitors, primary screen, biochemical, fluorescence, uHTS. inhibition, % at 8.33 µM. Cysteine protease ATG4B (Homo sapiens), Q9Y4P1. 340,000 tested, 0.51% active. ATG4B cleavage of LC3-PLA2, NBD-HPC fluorescence, 1 h. AID 504462, 2011; in the data active = inhibition above about 40%
Target sequence (Q9Y4P1 whole entry, looked up): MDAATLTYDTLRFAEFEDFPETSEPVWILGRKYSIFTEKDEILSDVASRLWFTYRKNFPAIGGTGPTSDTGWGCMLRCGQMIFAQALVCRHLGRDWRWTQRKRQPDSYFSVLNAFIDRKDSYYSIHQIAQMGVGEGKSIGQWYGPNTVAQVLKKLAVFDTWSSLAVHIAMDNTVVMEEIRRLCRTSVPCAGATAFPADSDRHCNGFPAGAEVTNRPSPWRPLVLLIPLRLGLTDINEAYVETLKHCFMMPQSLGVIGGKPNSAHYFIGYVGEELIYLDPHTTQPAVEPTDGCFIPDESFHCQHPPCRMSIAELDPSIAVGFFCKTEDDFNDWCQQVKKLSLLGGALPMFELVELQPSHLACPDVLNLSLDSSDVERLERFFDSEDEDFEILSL
EBI2 antag – EBI2 receptor antagonists, beta-arrestin recruitment, primary screen, cell-based, luminescence, 7a,25-OHC stimulation, uHTS; G-protein coupled receptor 183 (Homo sapiens), P32249; 7a,25-OHC stimulated; inhibition, % at 5 µM; 360,000 tested, 0.81% active; AID 651636, 2012; in the data active = inhibition above about 38%;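 also: enzyme fragment complementation signal reports receptor beta-arrestin coupling in cells; 0% = agonist plus DMSO wells and 100% = wells without agonist; some results beyond the cut were filed as inactive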
CCR6 antag – CCR6 receptor antagonists, primary screen, cell-based, CHO-K1, luminescence, beta-arrestin, uHTS; AID 493098, 2011; CHO-K1 CCR6 PathHunter beta-arrestin, CCL20-stimulated; inhibition, % at 20 µM; 340,000 tested, 0.49% active; C-C chemokine receptor type 6 (Homo sapiens), P51684;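 active = compounds whose inhibition of the agonist-driven luminescence signal at 20 µM reaches about 50%, limit read from the data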;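 also: cells stimulated with CCL20 at 14 nM final; plate controls were DMSO with CCL20 for no effect and DMSO without agonist for full effect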
CXCR6 block – CXCR6 receptor inhibitors, primary screen, cell-based, beta-arrestin, luminescence, CHO-K1 PathHunter, 1536-well; C-X-C chemokine receptor type 6 (Homo sapiens), O00574; inhibition, % at 20 µM; 360,000 tested, 0.36% active; AID 602244, 2012; in the data active = inhibition above about 34%, passing the limit was not always enough;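 also: antagonist mode with CXCL16 agonist at 10 nM final; 0% = 10 nM CXCL16 with DMSO and 100% = unstimulated wells without agonist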
APJ ag – agonists of human apelin receptor APJ, primary screen, CHO-K1 cells, PathHunter beta-arrestin, luminescence | P35414 | 0% DMSO wells, 100% apelin | activation, % at 20 µM | 330,000 tested, 0.11% active;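 active = activation more than six SD over the plate average, tested at 20 µM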;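 also: 0% = DMSO alone and 100% = apelin-13 at 10 nM; some results filed as inactive read as strong as hits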
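Test system: CHO-K1 APJ beta-arrestin complementation cell line | Compound: Single test compound dose, 20 µM final, 1% DMSO | Incubation: Compound 90 min 25 °C, reagent 1 h | Measured by: beta-gal luminescence | Read-out basis: APJ–arrestin association signal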
Gli-Sufu antag – Gli-Sufu pathway antagonists, primary screen, luciferase luminescence, Sufu-KO-LIGHT cells, uHTS | Sufu-KO-LIGHT fibroblasts, Gli luciferase reporter luminescence | inhibition, % at 5 µM | 340,000 tested, 0.74% active;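 active = inhibition above about 55%, limit read from the data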;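 also: 0% = DMSO-treated cells and 100% = wells with medium but no cells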
Active calls of the source: *.

`CCCOP(=O)(c1ccc(N(C)C)cc1)C(O)c1ccncc1` (configuration not stated) gave APJ antagonist -14, UBC13 polyUb -5, ATG4B inh -5, EBI2 antag -10, CCR6 antag 10, CXCR6 block 4, APJ ag 2 and Gli-Sufu antag 6.
For Cc1ccc(C)c(NC(=O)C(Sc2nc3ccc(C)cc3[nH]2)c2ccccc2)c1 (configuration not stated) the results were APJ antagonist -7, UBC13 polyUb 1, ATG4B inh -6, EBI2 antag 17, CCR6 antag 17, CXCR6 block -11, APJ ag -2 and Gli-Sufu antag 16.
Screening CSc1ccc(C(=S)N2CCCCCC2)cc1 returned APJ antagonist 20, UBC13 polyUb 4, ATG4B inh 4, EBI2 antag -1, CCR6 antag 23, CXCR6 block -1, APJ ag -2 and Gli-Sufu antag 0.
Screening Cn1nc(C(C)(C)C)c(NC(=O)c2cccs2)c1C(C)(C)C returned APJ antagonist -3, UBC13 polyUb 2, ATG4B inh 6, EBI2 antag 0, CCR6 antag 2, CXCR6 block -9, APJ ag 2 and Gli-Sufu antag -11.
N#C/C(=C\c1ccc(N2CCCC2)c([N+](=O)[O-])c1)c1nc2ccccc2[nH]1 was read as APJ antagonist 23, UBC13 polyUb -98, ATG4B inh -19, EBI2 antag 18, CCR6 antag 30, CXCR6 block 13, APJ ag 2 and Gli-Sufu antag -23.
For Cc1ccc(CSCCNC(=O)CN(c2cc(C)ccc2C)S(C)(=O)=O)cc1 the results were APJ antagonist 2, UBC13 polyUb 7, ATG4B inh 3, EBI2 antag 9, CCR6 antag 3, CXCR6 block 0, APJ ag -5 and Gli-Sufu antag 1.
For Cc1ccc(S(=O)(=O)Nc2ccc3c(c2)nc(CN2CCCC2)n3C)cc1 the results were APJ antagonist -13, UBC13 polyUb 2, ATG4B inh 6, EBI2 antag 3, CCR6 antag 9, CXCR6 block 4, APJ ag -5 and Gli-Sufu antag 10.
O=C(c1ccco1)N1CCN(C(=O)C(Cc2ccccc2)NS(=O)(=O)c2cccs2)CC1 (configuration not stated) was read as APJ antagonist -8, UBC13 polyUb -14, ATG4B inh 5, EBI2 antag 7, CCR6 antag 7, CXCR6 block 3, APJ ag 1 and Gli-Sufu antag -9.
Screening CCOC(=O)C(Oc1ccc(=O)n(-c2ccccc2)n1)C(C)=O (configuration not stated) returned APJ antagonist 0, UBC13 polyUb -8, ATG4B inh 11, EBI2 antag 0, CCR6 antag 9, CXCR6 block -2, APJ ag 2 and Gli-Sufu antag -8.
CCN1C(=O)c2cccc3c(S(=O)(=O)NCC4CCCO4)ccc1c23 (configuration not stated) was read as APJ antagonist -6, UBC13 polyUb 4, ATG4B inh 5, EBI2 antag -3, CCR6 antag -1, CXCR6 block -8, APJ ag -2 and Gli-Sufu antag 17.
Screening COc1ccc([C@@H]2OC2(C(N)=O)C(N)=O)cc1 returned APJ antagonist -16, UBC13 polyUb 4, ATG4B inh 4, EBI2 antag -3, CCR6 antag 9, CXCR6 block -14, APJ ag -4 and Gli-Sufu antag 6.
CCCn1c(SCC(=O)NC2CCCc3ccccc32)n[nH]c1=O (configuration not stated) was read as APJ antagonist 22, UBC13 polyUb -2, ATG4B inh -1, EBI2 antag -3, CCR6 antag -6, CXCR6 block -2, APJ ag -3 and Gli-Sufu antag -4.
For O=C(/C=C/c1cccs1)Nc1sc2c(c1C(=O)O)CCCC2 the results were APJ antagonist 10, UBC13 polyUb -1, ATG4B inh 14, EBI2 antag 4, CCR6 antag 1, CXCR6 block 12, APJ ag -6 and Gli-Sufu antag -22.
COc1ccc(C(=O)Nc2ccccc2)cc1S(=O)(=O)NCc1ccco1 was read as APJ antagonist 13, UBC13 polyUb 5, ATG4B inh -11, EBI2 antag 13, CCR6 antag -3, CXCR6 block -1, APJ ag -2 and Gli-Sufu antag -14.
Screening Cc1nn(C)c(C)c1S(=O)(=O)N1CCC(C(=O)NC(C)c2ccccc2)CC1 (configuration not stated) returned APJ antagonist 9, UBC13 polyUb 1, ATG4B inh -1, EBI2 antag -5, CCR6 antag 7, CXCR6 block 2, APJ ag 1 and Gli-Sufu antag -4.

The final 3 records of the part before open the next one:
For O=C(/C=C/c1cccs1)Nc1sc2c(c1C(=O)O)CCCC2 the results were APJ antagonist 10, UBC13 polyUb -1, ATG4B inh 14, EBI2 antag 4, CCR6 antag 1, CXCR6 block 12, APJ ag -6 and Gli-Sufu antag -22.
COc1ccc(C(=O)Nc2ccccc2)cc1S(=O)(=O)NCc1ccco1 was read as APJ antagonist 13, UBC13 polyUb 5, ATG4B inh -11, EBI2 antag 13, CCR6 antag -3, CXCR6 block -1, APJ ag -2 and Gli-Sufu antag -14.
Screening Cc1nn(C)c(C)c1S(=O)(=O)N1CCC(C(=O)NC(C)c2ccccc2)CC1 (configuration not stated) returned APJ antagonist 9, UBC13 polyUb 1, ATG4B inh -1, EBI2 antag -5, CCR6 antag 7, CXCR6 block 2, APJ ag 1 and Gli-Sufu antag -4.
For CC(C)(C)OC(=O)NN1CC(=O)N2Cc3[nH]c4ccccc4c3C[C@H]2C1=O the results were APJ antagonist -28, UBC13 polyUb 6, ATG4B inh -9, EBI2 antag -8, CCR6 antag -2, CXCR6 block -10, APJ ag -2 and Gli-Sufu antag 4.
Cc1c(NC(=O)COC(=O)Cn2cc(C(F)(F)F)ccc2=O)cccc1[N+](=O)[O-] was read as APJ antagonist 1, UBC13 polyUb 0, ATG4B inh -1, EBI2 antag -1, CCR6 antag 11, CXCR6 block -4, APJ ag -4 and Gli-Sufu antag -3.
`CN=C1SC(CC(=O)Nc2ccccc2F)C(=O)N1/N=C/c1ccc(O)c(OC)c1` (configuration not stated) gave APJ antagonist 4, UBC13 polyUb -9, ATG4B inh 2, EBI2 antag 11, CCR6 antag -8, CXCR6 block -3, APJ ag -2 and Gli-Sufu antag -14.
Screening Cc1ccc(N(CC(N)=O)C2SC(=O)NC2=O)cc1 (configuration not stated) returned APJ antagonist 8, UBC13 polyUb 6, ATG4B inh -7, EBI2 antag 1, CCR6 antag -3, CXCR6 block -8, APJ ag -4 and Gli-Sufu antag -8.
For CCC(CO)Nc1ncnc2c1cnn2-c1ccc(Cl)cc1 (configuration not stated) the results were APJ antagonist -17, UBC13 polyUb 8, ATG4B inh -8, EBI2 antag -2, CCR6 antag 15, CXCR6 block 0, APJ ag 4 and Gli-Sufu antag -32.
For COC(=O)c1ccc(NC(=S)NCCCN2CCCC2=O)cc1 the results were APJ antagonist -1, UBC13 polyUb -8, ATG4B inh 5, EBI2 antag -3, CCR6 antag 4, CXCR6 block -8, APJ ag -3 and Gli-Sufu antag -21.
Cc1ccc(NC(=O)NCC2CC2(Cl)Cl)cc1 (configuration not stated) was read as APJ antagonist -8, UBC13 polyUb 1, ATG4B inh -1, EBI2 antag 4, CCR6 antag 5, CXCR6 block 10, APJ ag 3 and Gli-Sufu antag -47.
Cc1cc2oc(C(=O)N3CCN(Cc4ccccc4)CC3)c(C)c2cc1C was read as APJ antagonist 18, UBC13 polyUb 3, ATG4B inh 1, EBI2 antag 35, CCR6 antag 5, CXCR6 block 9, APJ ag -2 and Gli-Sufu antag -32.
`COC(=O)c1ccccc1NC(=O)c1ccc(COc2ccccc2)o1` gave APJ antagonist -6, UBC13 polyUb 6, ATG4B inh -11, EBI2 antag -6, CCR6 antag 15, CXCR6 block 3, APJ ag 0 and Gli-Sufu antag -19.
`CCOc1cc2[nH]c(=O)n(CC3CCC(C(=O)NCCC(C)C)CC3)c(=O)c2cc1OCC` (configuration not stated) gave ATG4B inh -3, EBI2 antag 7, CCR6 antag 7, CXCR6 block -2 and Gli-Sufu antag -2.
For COc1c2occc2c(OC(C)=O)c2c(=O)cc(C)oc12 the results were APJ antagonist -4, UBC13 polyUb 11, ATG4B inh -3, EBI2 antag -3, CCR6 antag -2, CXCR6 block -3, APJ ag -5 and Gli-Sufu antag 4.
For CCOCCCNC(=O)c1ccc2c(c1)N(CC)C(=O)c1ccccc1S2=O (configuration not stated) the results were APJ antagonist 10, UBC13 polyUb 5, ATG4B inh 2, EBI2 antag 1, CCR6 antag 7, CXCR6 block 2, APJ ag -2 and Gli-Sufu antag -4.
For O=C(O)c1ccc(-c2nc3scc(-c4ccccc4)c3c(=O)[nH]2)cc1 the results were APJ antagonist -6, UBC13 polyUb 9, ATG4B inh -4, EBI2 antag 0, CCR6 antag 8, CXCR6 block -7, APJ ag -4 and Gli-Sufu antag -23.
Screening CCOC(=O)N1CCC(N2C(=O)c3ccc(C(=O)Nc4cccc(OC)c4)cc3C2=O)CC1 returned APJ antagonist 5, UBC13 polyUb -4, ATG4B inh -4, EBI2 antag 25, CCR6 antag 1, CXCR6 block -1, APJ ag 6 and Gli-Sufu antag 7.
`CN(CC(=O)Nc1ccc(OC(F)(F)F)cc1)C(=O)Cc1c(Cl)cccc1Cl` gave APJ antagonist -2, UBC13 polyUb 5, ATG4B inh -5, EBI2 antag 5, CCR6 antag 13, CXCR6 block 7, APJ ag 0 and Gli-Sufu antag -8.
`Cc1ccccc1C(=O)Nc1nnc(CC(=O)N/N=C/c2ccco2)s1` gave APJ antagonist -11, UBC13 polyUb 0, ATG4B inh -12, EBI2 antag 4, CCR6 antag -1, CXCR6 block 4, APJ ag -2 and Gli-Sufu antag -13.
Cc1nnc(SCC(=O)n2c3c(c4ccccc42)CCCC3)s1 was read as APJ antagonist -8, UBC13 polyUb 11, ATG4B inh -2, EBI2 antag -8, CCR6 antag 4, CXCR6 block -2, APJ ag -8 and Gli-Sufu antag -6.
For O=C(CN1CCN(Cc2ccccc2)CC1)N/N=C/c1c[nH]c2ccccc12 the results were APJ antagonist 0, UBC13 polyUb 1, ATG4B inh 0, EBI2 antag 18, CCR6 antag 8, CXCR6 block 1, APJ ag -2 and Gli-Sufu antag 1.
`C=CCc1ccccc1OCC(O)CN1CCN(CCN2C(=O)c3cccc4cccc(c34)C2=O)CC1` (configuration not stated) gave APJ antagonist 24, UBC13 polyUb 59*, ATG4B inh 13, EBI2 antag -2, CCR6 antag -10, CXCR6 block -7, APJ ag 0 and Gli-Sufu antag -1.
Screening CCOC(=O)CSc1nnc(Cc2ccccc2)n1CC1CCCO1 (configuration not stated) returned APJ antagonist -4, UBC13 polyUb -11, ATG4B inh 2, EBI2 antag -7, CCR6 antag 0, CXCR6 block 4, APJ ag -1 and Gli-Sufu antag 5.
O=S(=O)(c1ccc2c(c1)OCCO2)N1CCNCC1 was read as APJ antagonist 16, UBC13 polyUb 3, ATG4B inh -4, EBI2 antag -1, CCR6 antag 6, CXCR6 block 2, APJ ag 2 and Gli-Sufu antag 8.
`CCCSc1nc2c(c(=O)[nH]c(=O)n2C)n1Cc1ccc(C)cc1` gave APJ antagonist 1, UBC13 polyUb -4, ATG4B inh 3, EBI2 antag -4, CCR6 antag -11, CXCR6 block 11, APJ ag -4 and Gli-Sufu antag 14.
Screening COc1ccc(CNC(=O)CN(Cc2ccc(Cl)cc2)S(=O)(=O)c2ccccc2)cc1 returned APJ antagonist 2, UBC13 polyUb -3, ATG4B inh -23, EBI2 antag 4, CCR6 antag 18, CXCR6 block -2, APJ ag -2 and Gli-Sufu antag -18.
For CCOc1ccc(OCCC(=O)OCC(=O)Nc2ccc(C)c(S(=O)(=O)N3CCCCC3)c2)cc1 the results were APJ antagonist 3, UBC13 polyUb 3, ATG4B inh -1, EBI2 antag 2, CCR6 antag 18, CXCR6 block 1, APJ ag 13 and Gli-Sufu antag -6.

Screening results deposited in PubChem BioAssay by Sanford-Burnham Center for Chemical Genomics.
